TTR transcr act: TTR transcription activation, primary screen | actives 1.3% (n = 92,000) | activation, % at 16.7 µM | AID 1117267 | SH-SY5Y TTR promoter Gaussia luciferase, luminescence; 100% = recombinant luciferase protein wells;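 active = activation above the mean of all tested compounds plus 3 SD, cut at about 9.5% in these data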;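 also: cells exposed to compounds for one day before reading; 0% = median of all test compound wells on the plate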
An asterisk follows results filed as active.

SMILES	TTR transcr act
C[C@@H]1CN([C@@H](C)CO)C(=O)c2cc(Br)cnc2O[C@@H]1CN(C)Cc1ccc(Oc2ccccc2)cc1	0.4
Clc1ccccc1-c1ccc(/C=N/Nc2nncc(-c3ccccc3)n2)o1	0.8
NCC/C=C1/c2ccccc2CSc2ccccc21	1.2
O=C(NC1=NCCS1)c1ccc(C(F)(F)F)cc1	0.4
CC(=O)N1C[C@H]2CON(C)[C@H]2C[C@H]1c1cccc(N2CCOCC2)c1	0.6
CS(=O)(=O)N(CCc1ccccc1)CC(=O)NCc1ccccc1Cl	1.2
O=C(Cn1nnc(-c2ccccc2F)n1)NCCc1ccccc1	0.9
CCc1ccccc1NC(=S)N(CCN(C)C)Cc1cccs1	-2.0
CCn1c(C)cc2c(c1=O)C(c1ccccc1Br)C(C#N)=C(N)O2 (stereo not drawn)	0.4
CC(=O)Nc1cccc(C(=O)N/N=C/c2ccccc2F)c1	-0.6
CC1(C)CC2(CCO1)C(Nc1ccccc1)=NC(=S)N2c1ccccc1 (stereo not drawn)	-0.3
O=C(O)/C(=C\c1ccc(Cl)cc1)c1ccc(S(=O)(=O)N2CCCC2)s1	-0.5
CC1(C)Cc2c(C#N)c(NCCCO)nc(-c3ccccc3)c2CO1	-0.3
Cc1nc(NC(=O)CSc2nnc(Cn3nnc4ccccc43)n2C)sc1C	2.3
CC(C)(C)OC(=O)N(CCc1ccccc1)Cc1ccc(OCc2cccc(NC(=O)C3CC3)c2)cc1	2.6
CN(C)CC(O)CN1C(=O)NC(C)(C)C1=O (stereo not drawn)	-2.0
COc1ccc(-n2nc(C(=O)NCC(=O)NCc3ccco3)c3ccccc3c2=O)cc1	0.4
O=C(c1cccs1)N1CCc2c([nH]c3ccccc23)C1c1ccc(Cl)cc1 (stereo not drawn)	-4.6
CC(C)C[C@@H](CO)N1CCN(C)CCC1=O	2.1
Cc1cccc(C(=O)OCC(=O)NC(C)CCc2ccccc2)c1O (stereo not drawn)	-1.8
COCCNC(=O)C1CCCN(Cc2ccc(C(C)C)cc2)CC1 (stereo not drawn)	-0.1
C=CCn1c(CSc2nnc(-c3ccccc3)n2C)n[nH]c1=S	0.1
CC1Cc2ccccc2N1c1ncnc2c1nnn2Cc1ccccc1 (stereo not drawn)	2.2
CCOc1ccc(C(CC(=O)O)NC(=O)C2c3ccccc3Oc3ccccc32)cc1 (stereo not drawn)	-0.8
Cc1occc1C(=O)NC1CCCCCC1	-3.7
Cc1noc(C)c1COC(=O)C1CC(O)CN1S(=O)(=O)c1ccc(Cl)cc1 (stereo not drawn)	-1.8
CCCn1nc(NC(=O)C2CCCO2)c2cc3cccc(C)c3nc21 (stereo not drawn)	-0.7
O=C1[C@H]2[C@@H](c3ccc(Cl)cc3)N3C(=O)N(c4cccc(Cl)c4)C(=O)[C@@]3(Cc3ccc(Cl)cc3)[C@H]2C(=O)N1C1CCCCC1	5.8
O=C(Nc1ccccc1)NN1CC(=O)N(c2ccc(Cl)cc2)CC1=O	-0.4
COC(=O)CSc1ccc(S(=O)(=O)N2CCC(C)CC2)cc1[N+](=O)[O-]	2.3

Laid out differently: 16 of the compounds above
structure | TTR transcr act
O=C(O)/C(=C\c1ccc(Cl)cc1)c1ccc(S(=O)(=O)N2CCCC2)s1 | -0.5
CC1(C)Cc2c(C#N)c(NCCCO)nc(-c3ccccc3)c2CO1 | -0.3
Cc1nc(NC(=O)CSc2nnc(Cn3nnc4ccccc43)n2C)sc1C | 2.3
CC(C)(C)OC(=O)N(CCc1ccccc1)Cc1ccc(OCc2cccc(NC(=O)C3CC3)c2)cc1 | 2.6
CN(C)CC(O)CN1C(=O)NC(C)(C)C1=O (stereo not drawn) | -2.0
COc1ccc(-n2nc(C(=O)NCC(=O)NCc3ccco3)c3ccccc3c2=O)cc1 | 0.4
O=C(c1cccs1)N1CCc2c([nH]c3ccccc23)C1c1ccc(Cl)cc1 (stereo not drawn) | -4.6
CC(C)C[C@@H](CO)N1CCN(C)CCC1=O | 2.1
Cc1cccc(C(=O)OCC(=O)NC(C)CCc2ccccc2)c1O (stereo not drawn) | -1.8
COCCNC(=O)C1CCCN(Cc2ccc(C(C)C)cc2)CC1 (stereo not drawn) | -0.1
C=CCn1c(CSc2nnc(-c3ccccc3)n2C)n[nH]c1=S | 0.1
CC1Cc2ccccc2N1c1ncnc2c1nnn2Cc1ccccc1 (stereo not drawn) | 2.2
CCOc1ccc(C(CC(=O)O)NC(=O)C2c3ccccc3Oc3ccccc32)cc1 (stereo not drawn) | -0.8
Cc1occc1C(=O)NC1CCCCCC1 | -3.7
Cc1noc(C)c1COC(=O)C1CC(O)CN1S(=O)(=O)c1ccc(Cl)cc1 (stereo not drawn) | -1.8
CCCn1nc(NC(=O)C2CCCO2)c2cc3cccc(C)c3nc21 (stereo not drawn) | -0.7

New compounds follow
SMILES	TTR transcr act
COc1cc(/C=C2\C(=O)N(c3ccc(S(N)(=O)=O)cc3)N=C2C)ccc1OC(=O)c1ccco1	0.2
Cc1sc2ncn(CC(=O)NCc3ccco3)c(=O)c2c1-c1ccc(F)cc1	-1.3
COC(=O)c1[nH]c2ccc(F)cc2c1NC(=O)CCN1CCN(C(=O)c2ccco2)CC1	1.6
CN(C)CCOCCOc1ccccc1-c1ccccc1	2.9
COc1cc(/C=N/NC(=O)c2ccncc2)ccc1OC(C)=O	2.4
C/C(CC(=O)Nc1ccc(C)c(Cl)c1)=N\NC(=O)c1ccco1	-2.3
CC(C)(C)c1ccc(C(=O)Nc2ncn[nH]2)cc1	-0.9
CC(C)n1nc(C(=O)NNC(=O)c2ccc(OC(F)F)cc2)c2ccccc2c1=O	-0.3
Cc1ccc2cc(-c3noc(C4CCCO4)n3)c(=O)[nH]c2c1 (stereo not drawn)	-0.6
Cc1ccc(Cl)cc1N1CCN(S(=O)(=O)c2cccc(S(=O)(=O)N3CCCC3)c2)CC1	-1.3
O=S(=O)(c1ccccc1)n1cc(-c2ccccn2)c(N2CCOCC2)n1	-0.8
COc1cccc(C(=O)Oc2cc(C)[nH]c(=O)c2[N+](=O)[O-])c1	2.6
CNC(=O)c1[nH]cnc1C(=O)Nc1cccc(Cl)c1	-0.1
CCNC(=O)N(C)c1c(CC)nc2ccc(C(=O)N3CCN(S(=O)(=O)CC)CC3)cn12	-0.3
CCN(CC)CCNC(=O)COc1ccc(Cl)cc1Cl	1.0
C=CCn1c(C(CCCC)CC(C)O)n[nH]c1=S (stereo not drawn)	0.5
O=C(/C=C/c1c(Cl)nc2ccccn12)N1CCN(c2ccc(F)cc2)CC1	1.0
CCOc1ccccc1NC(=O)CSc1nc(N)c(C#N)cc1C#N	1.4
O=C(CSCc1ccccc1)N1CCN(S(=O)(=O)c2ccc(F)cc2)CC1	-1.4
O=C1OC[C@H]2CCCN2C(=O)[C@@H](CC(=O)N(CCO)Cc2ccccc2)C/C=C\C[C@H]1Cc1ccc(F)cc1	-1.8
CC(C)N(c1nnc(N)s1)C(C)C	-0.4
O=C(c1ccccc1Cl)N1CCC(O)(c2cccnc2)CC1	0.1
CC1CN(C(=O)c2ccc(CNS(=O)(=O)c3cccc(C(F)(F)F)c3)cc2)CC(C)O1 (stereo not drawn)	0.1
O=C(OCCN1CCOCC1)c1ccc(OCCN2CCOCC2)cc1	4.6
O=C1c2ccccc2C(=O)C1c1ccc(O)cc1	2.5
CCc1cccc(CC)c1NC(=O)NC1CCCCC1	0.6
Cc1ccc(CC(=O)NCCCc2ccccc2)cc1	-2.4
COc1ccc(C(=O)CSc2ncnc3nc[nH]c23)cc1	-1.0
Cc1noc(C)c1CSc1nnc2n(-c3ccccc3)c(=O)c3ccccc3n12	-1.4
CC(C)(C)NC(=S)N/N=C/c1cc(Br)c(O)c(Br)c1	-0.9
CCN(CC)C(=O)C1=C(C)N(Cc2ccccc2)C(=O)C(CC(=O)NC(c2ccccc2)c2ccccc2)C1 (stereo not drawn)	-2.3
O=C(O)C1=C[C@@H](C2CC2)C[C@@H](OCCCCO)O1	-2.5
O=C(NC1CCCC1)C1CCC(CNS(=O)(=O)c2ccccc2)CC1 (stereo not drawn)	1.3
COc1cccc(OC)c1C(=O)OCC(=O)NCC(C)C	1.2
Cc1ccccc1NC(=O)CCN1CCCCCC1	-0.4
COc1cc2[nH]c(C)c(-c3ccccc3)c(=O)c2cc1Cl	-0.9
Cc1nn(-c2ccccc2)c2c1C(c1ccc(Cl)cc1)N(c1ccccc1)C(=O)N2 (stereo not drawn)	-2.4
COC(=O)c1cc(CSc2nnc(NC3CCCCC3)s2)oc1C	-3.5
COC(=O)CCC(=O)Nc1sc(C)c(C)c1C(N)=O	3.0
Cc1ccc(C2NC(=O)NC(O)(C(F)(F)F)C2C(=O)c2cccs2)o1 (stereo not drawn)	-1.6
Cn1c(=O)c2cccnc2c(=O)n1C	-1.7
CC(=O)c1c(C)[nH]c(C(=O)Nc2ccc(C)cn2)c1C	-0.8
COc1ccc(C(=S)N2CCOCC2)cc1OC(=O)c1cc([N+](=O)[O-])c(C)c([N+](=O)[O-])c1	0.4
COc1cccc(NC(=O)CSc2nc3c(c(=O)n2C)SC(C)C3)c1 (stereo not drawn)	-0.3
C=CCNC(=O)c1csc(-c2ccccc2)n1	-1.2
COc1cc(CN2CCN(C(=O)c3cccc4ccccc34)CC2)cc(OC)c1OC	0.6
COc1cccc(S(=O)(=O)N(C)C[C@@H]2OCc3cnnn3CCCC(=O)N([C@H](C)CO)C[C@H]2C)c1	-0.5
COCCCn1c(SCC(=O)Nc2cccc(C(=O)OC)c2)nnc1-c1ccncc1	-0.7
O=C(CSc1ccc(Cl)cc1)N1N=CCC1c1ccccc1 (stereo not drawn)	9.0
COc1ccc(NC(=O)CC2C(=O)N(C)C(=S)N2CCc2ccc(F)cc2)cc1 (stereo not drawn)	-0.3
O=C(CN(Cc1ccc(F)cc1)C(=O)c1csnn1)NCc1ccccc1	-1.0
O=[N+]([O-])c1ccc(N2CCCC2)cc1NC(c1ccccc1)c1ccccc1	3.0
CCC(C(=O)Nc1ncc(C)s1)c1ccccc1 (stereo not drawn)	1.9
COc1ccc(NC(=O)CSc2ccc([N+](=O)[O-])cc2)cc1S(=O)(=O)N1CCOCC1	-1.8
Cc1ccc(S(=O)(=O)N2CCN(CC3CC4C=CC3C4)CC2)cc1 (stereo not drawn)	0.2
CC(C)(C)c1cc(C(=O)N/N=C/c2ccc(F)cc2)n(-c2ccccc2)n1	2.1
COc1ccc(NC(=O)COC(=O)c2c3c(nc4ccccc24)CCCC3)cc1Cl	-2.2
CCC(=O)N1CCC2(CC1)Oc1ccc(Cl)cc1C(=O)C21CC(c2ccccc2)=NO1 (stereo not drawn)	-2.5
Cc1cc(C)c2nc(NC(=O)c3ccc4c(=O)n5c(nc4c3)CCCCC5)sc2c1	3.6
O=c1c2[nH]c3ccccc3c2nc2n1CCS2	1.6
Next compounds follow:
SMILES	TTR transcr act
NC(=O)NCc1ccc(F)cc1	0.0
O=C(Nc1ccc(OCc2ccccc2Cl)cc1)c1cccnc1	-1.9
CC(=O)OCC(=O)C1=CCC2C3CCC4=CC(=O)C=CC4(C)C3(F)C(OC(C)=O)CC12C (stereo not drawn)	0.9
COc1ccc(NC(=O)Nc2nnc(-c3ccco3)s2)cc1	-0.9
Cc1ccc(C(=O)c2c3ccc(C(F)(F)F)cc3nn2CCC(N)=O)cc1	-1.0
CCc1nc(CN2CCN(c3cc(C(F)(F)F)ccn3)CC2)c(C)[nH]1	-2.2
O=C(Nc1ccc2c(c1)OCO2)c1ccc2sc([C@H]3C[C@H](O)[C@@H](CO)O3)nc2c1	0.2
CCOC(=O)[C@@H]1[C@H]2COc3cc(OC)ccc3[C@H]2N2C(=O)N(c3ccc(F)cc3)C(=O)[C@@]12C	-0.1
Cc1cc(=O)oc2cc(Oc3ccc(C(N)=O)cc3[N+](=O)[O-])ccc12	5.5
CCCC1CCC2(CCCN2CCOC(=S)Nc2ccccc2Br)CC1 (stereo not drawn)	6.6
COc1ccc(CCC(=O)N2CCN(c3ccccc3)CC2)cc1OC	-0.2
Cc1cc(C(=O)Nc2ccc(S(=O)(=O)Nc3nccs3)cc2)c(C)o1	-1.7
CCOc1ccc(Oc2nc(N(CC)CC)nc(N3CCOCC3)n2)nn1	0.6
CC(NC(=O)c1ccc2nc[nH]c2c1)c1ccccc1 (stereo not drawn)	1.7
CC1Cc2cc(/C(O)=C3\C(=O)C(=O)N(CCN(C)C)C3c3ccccc3F)ccc2O1 (stereo not drawn)	-0.8
CN(C)C(=O)C[C@@H]1C=C[C@@H](NC(=O)C2CCC2)[C@@H](CO)O1	-1.1
COC(=O)C1(Cc2cc(-c3ccccc3)no2)CCN(C(=O)OC(C)(C)C)CC1	-1.1
COc1cc(C2C(c3ccccc3)C(c3cc(OC)cc(=O)o3)C2c2ccccc2)oc(=O)c1 (stereo not drawn)	1.2
CC1(O)CC2CC1C(C(=O)O)C2C(=O)O (stereo not drawn)	1.3
O=c1nc(N/N=C/C=C/c2ccccc2)cn[nH]1	0.3
CC(C)(C)NCc1cc(Cl)ccc1OCc1cccs1	2.0
COc1ccc(Nc2nnc(SCC(=O)c3cc4ccccc4o3)s2)cc1	-0.2
CC(=O)NC(=O)c1cnn(-c2ccccc2)c1N	2.4
O=C(O)c1cccc2c1-c1ccc([N+](=O)[O-])cc1C2=O	1.5
Cc1ccc(N2C(=O)C3CCCN3C2=S)cc1 (stereo not drawn)	-0.3
Cn1c(=O)c2c(nc(N/N=C/c3ccco3)n2C)n(C)c1=O	0.3
Cc1ccc(C2=N/C(=C\c3ccc(OS(=O)(=O)c4ccc(C)cc4)cc3)C(=O)O2)cc1	1.9
O=C(CCCN1C(=O)/C(=C/c2ccccc2)SC1=S)NCCCn1ccnc1	-2.2
CCC(CC)c1nnc(NC(=O)c2cc([N+](=O)[O-])ccc2N2CCOCC2)s1	0.6
Cc1ccn2cc(-c3ccc(NC(=O)c4ccco4)cc3)nc2c1	0.6
Cc1cccc(Nc2nnc(-c3ccc(N4CCOCC4)c([N+](=O)[O-])c3)c3ccccc23)c1	-3.2
O=C(COC(=O)CC1CCCC1)Nc1ccc(Br)cc1F	-0.8
O=c1c(-c2ccc(Cl)cc2)cnc2n1CCS2	-0.6
CN(Cc1nc2ccccc2n1C)c1ccccc1	2.2

Some of the compounds tested. The share of hits here may be higher or lower than overall.
